Screening results from PubChem BioAssay.
HPDE-C7K KRASV12 – cytotoxicity in KRAS-transformed pancreatic duct cells, primary screen, cell-based, fluorescence, HTS (AID 431); actives 1.7% (n = 63,000); cytotoxicity, % at 10 µM; hits with a dose series show EC50 in µM; HPDE-C7K KRASV12 cells, Alamar Blue viability, 48 h; higher % means a stronger effect;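 active = compounds whose percent cytotoxicity in the single-dose primary screen, scaled between solvent and toxic-drug controls, exceeds 50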;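 note: 0% = DMSO solvent wells and 100% = doxorubicin-treated wells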
Bfl-1 displacement – Bfl-1 inhibitors, primary screen, biochemical, fluorescence polarization, FITC-Bid, mouse (AID 432); Bcl-2-related protein A1 (Mus musculus); FITC-Bid BH3 peptide fluorescence polarization displacement; higher % means a stronger effect; one-dose displacement, % at 20 µM; IC50 in µM for titrated hits; actives 0.02% (n = 64,000); in the data active = a potency from the dose series; inactive = the rest, 99 in 100 with displacement below about 15%; note: strong numbers were not always called active
Spn DPM-DC inh – S. pneumoniae DPM-DC inhibitors, primary screen, biochemical, PK/LDH-coupled NADH fluorescence; diphosphomevalonate decarboxylase (Streptococcus pneumoniae D39); purified DPM-DC; calls only at 10 µM; actives 0.49% (n = 65,000);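 active = the 320 compounds with the highest percent inhibition in the single-dose primary screen, excluding strongly autofluorescent ones, cut at about 32% in these data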;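 note: kinetic rate of NADH fluorescence loss reporting ADP formed by the decarboxylase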
HPDE-C7 cytotoxicity – cytotoxicity in HPDE-C7 cells, cell-based, fluorescence, HTS (AID 430). HPDE-C7 pancreatic duct cells viability, fluorescence; higher % means a stronger effect. cytotoxicity, % at 10 µM, or EC50 in µM where a hit was titrated. actives 1.8% (n = 63,000);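 note: cells exposed to compound for 48 hours before viability readout; 0% = vehicle and 100% = reference cytotoxic drug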
LYP inhibition – LYP phosphatase inhibitors, primary screen, biochemical, DiFMUP fluorescence, recombinant catalytic domain, 10 µM (AID 606); Tyrosine-protein phosphatase non-receptor type 22 (Homo sapiens); recombinant LYP catalytic domain, DiFMUP fluorescence; higher % means a stronger effect; one-dose inhibition, % at 10 µM; IC50 in µM for titrated hits; 52,000 tested, under 10 active;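 active = IC50 under 40 µM in the dose-response test; inactive = IC50 of 40 µM or more, or never dose-tested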
Spn PMK inh – S. pneumoniae PMK inhibitors, primary screen, biochemical, mevalonate pathway, pilot trial included; phosphomevalonate kinase (Streptococcus pneumoniae D39); purified PMK, PK/LDH-coupled NADH absorbance 340 nm; inhibition, % at 10 µM; actives 0.49% (n = 65,000); AID 539, 2006;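 active = top-ranked compounds by inhibition in the single 10 µM screen, taking a fixed number of the strongest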;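 note: 0% = full reaction with DMSO carrier and 100% = background rate without enzyme reaction; no value below 0 was filed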
HT1080 cytotoxicity – cytotoxicity in HT1080 fibrosarcoma cells, cell-based, fluorescence readout (AID 620); actives 0.42% (n = 87,000); HT1080 viability, fluorescence; higher % means a stronger effect; one-dose cytotoxicity, % at 10 µM; EC50 in µM for titrated hits;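 note: cells exposed to compound overnight then 4 h with Alamar Blue; 0% = vehicle DMSO and 100% = killing control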
TNAP inhibition – human TNAP enzyme inhibitors, biochemical, luminescent (AID 518). purified TNAP enzyme, luminescent substrate readout; higher % means a stronger effect. Alkaline phosphatase, tissue-nonspecific isozyme (Homo sapiens). inhibition, % at 20 µM, or IC50 in µM where a hit was titrated. actives 0.09% (n = 64,000); in the data active = a potency from the dose series; inactive = the rest, 99 in 100 with inhibition below about 22%;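 note: plate controls were vehicle for no effect and reference inhibitor for full effect; many of its hits are not listed in these tables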
MK inhibit – S. pneumoniae MK inhibitors, primary screen, biochemical, PK/LDH-coupled NADH absorbance. inhibition, % at 10 µM. actives 0.48% (n = 65,000). purified MK, PK/LDH-coupled NADH absorbance 340 nm;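 active = ranked among the strongest by inhibition in the single 10 µM screen, a fixed top-ranked set picked for dose follow-up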; note: no value below 0 was filed
Spn PMK inh pilot replicates – further read-out of Spn PMK inh, marked with its call; inhibition, %; measured here: pilot screen replicates
MK inhibit pilot replicates – also measured in MK inhibit; calls as there; inhibition, %; measured here: pilot screen replicates
Spn DPM-DC inh pilot screen % – further read-out of Spn DPM-DC inh, marked with its call; inhibition, %; measured here: pilot screen trials
* hit, by the source's call; i = inactive; nt = not tested or not shown. Cut-off read from the data, not from the text of the source, unless noted: active = cytotoxicity above about 50%; inactive = the rest. Rows were taken by chance; about 3.5% have a hit in one of these screens.

SMILES	HPDE-C7K KRASV12	Bfl-1 displacement	Spn DPM-DC inh	HPDE-C7 cytotoxicity	LYP inhibition	Spn PMK inh	HT1080 cytotoxicity	TNAP inhibition	MK inhibit	others
CCOC(=O)C1CCCN(C(=O)c2cc3c(-c4cccc(OC)c4)nn(C)c3s2)C1 (configuration not stated)	41.1%	0.0%	i	41.8%	8.5%	15.0	28.0%	18.5%	9.0	Spn PMK inh pilot replicates=5.0;MK inhibit pilot replicates=0.5;Spn DPM-DC inh pilot screen %=1.0
CCOC(=O)C1CCN(Cc2ccc(O)c(OC)c2)CC1	-12.9%	-4.2%	i	-14.6%	6.8%	0.0	6.7%	-1.4%	34.0
CCOC(=O)C(Cc1c[nH]c2ccccc12)NC(=O)CNC(C)=O (configuration not stated)	-9.2%	-5.4%	i	2.5%	2.6%	21.0	1.9%	0.0%	4.0
COc1ccc[nH]c1=O	4.4%	0.7%	i	1.0%	9.3%	7.0	-4.1%	12.6%	4.0
CC(C)c1ccc(S(=O)(=O)N2CCN(CCC(=O)Nc3ccc(N(C)C)cc3)CC2)cc1	4.0%	-2.2%	i	-9.8%	18.2%	8.0	-5.6%	7.6%	0.0	Spn PMK inh pilot replicates=4.5;MK inhibit pilot replicates=0.0;Spn DPM-DC inh pilot screen %=0.0
COc1cc2c(cc1OC)CN(C(=O)C(C)(C)C)CC2	7.3%	1.2%	i	4.4%	16.7%	0.0	nt	12.1%	9.0
O=c1[nH]c2ccccc2n1CCCSCCCn1c(=O)[nH]c2ccccc21	-9.9%	3.5%	i	-15.8%	10.2%	15.0	1.6%	0.6%	0.0
O=C(C1CCCN(S(=O)(=O)c2cccc3nsnc23)C1)N1CCN(c2ccccn2)CC1 (configuration not stated)	-0.5%	-5.3%	i	0.8%	5.0%	0.0	1.7%	11.2%	5.0
COCc1cc(C)nc2sc(C(=O)OC)c(N)c12	6.6%	-1.0%	i	5.3%	1.4%	1.0	1.2%	-2.7%	0.0
COc1cccc(NC(=O)C(C)Oc2ccccc2)c1 (configuration not stated)	-7.0%	-9.8%	i	-10.1%	-2.1%	0.0	5.8%	0.2%	8.0
Cc1c(C(=O)N(C)Cc2ccccc2)oc2ccc(S(=O)(=O)N3CCCC3)cc12	-7.2%	2.6%	i	-2.8%	2.6%	0.0	6.0%	6.5%	11.0
COc1cccc(NS(=O)(=O)c2cc(C)ccc2OC)c1	7.3%	-8.1%	i	-1.5%	2.0%	5.0	nt	8.4%	7.0
COc1ccccc1NC(=O)c1c(NC(=O)c2ccco2)sc2c1CCC2	35.3%	-7.2%	nt	3.9%	7.5%	4.0	-0.9%	-2.9%	2.0
CC(=O)Nc1ccc(Cl)cc1C(=O)O	-6.1%	3.5%	i	-12.4%	-5.1%	10.0	5.2%	5.6%	0.0	Spn PMK inh pilot replicates=0.0;MK inhibit pilot replicates=0.0;Spn DPM-DC inh pilot screen %=3.5
O=C(O)[C@@H]1CSC2(CCSC2)N1 (some centres not stated)	0.8%	-3.9%	i	-6.1%	13.9%	10.0	8.9%	4.7%	5.0
CC(OC(=O)CNC(=O)C12CC3CC(CC(C3)C1)C2)C(=O)Nc1ccc(N2CCOCC2)cc1 (configuration not stated)	-2.6%	2.1%	i	-5.6%	nt	0.0	5.0%	5.3%	8.0	Spn PMK inh pilot replicates=0.0;MK inhibit pilot replicates=0.0;Spn DPM-DC inh pilot screen %=0.0
CCN(CCCNC(=O)CCNC(=O)Cn1cnc2ccccc2c1=O)c1cccc(C)c1	-6.4%	-4.3%	i	-13.6%	2.4%	3.0	6.3%	1.8%	4.0
COc1ccccc1Nc1ncc(-c2cccs2)s1	30.5%	-1.3%	i	18.7%	6.6%	11.0	nt	22.1%	5.0
Cc1nn(-c2ccc(F)cc2)c2sc(C(=O)OCC(=O)N3CCC(C)CC3)cc12	-5.9%	-3.0%	i	-10.9%	1.3%	13.0	-9.7%	14.4%	0.0	Spn PMK inh pilot replicates=5.0;MK inhibit pilot replicates=0.5;Spn DPM-DC inh pilot screen %=14.5
C/C=C/c1ccc(OC)c(OC(C)=O)c1	1.5%	6.6%	i	-5.1%	3.0%	0.0	2.7%	8.0%	0.0
CCOC(=O)c1[nH]c2ccc(OC)cc2c1NC(=O)OC	6.8%	2.1%	nt	3.3%	7.8%	10.0	1.7%	3.7%	11.0
CCn1c(-c2ccc(F)cc2)n[nH]c1=S	0.2%	-1.5%	i	3.5%	4.8%	9.0	-1.9%	9.3%	10.0
CCc1ccc(Nc2nc(N)nc(CSc3nnnn3-c3ccccc3)n2)cc1	1.3%	-1.0%	i	2.8%	-3.7%	4.0	-9.1%	-0.9%	6.0
CC(C)CC(=O)Nc1ccc(OCC(=O)O)cc1	2.4%	-5.2%	i	-7.9%	2.4%	3.0	11.4%	-1.4%	4.0
Nc1nc(Cn2nnc(-c3ccccc3Cl)n2)nc(N2CCOCC2)n1	-7.5%	-2.0%	i	-11.5%	nt	15.0	0.4%	4.7%	1.0
COC(=O)c1[nH]c2ccccc2c1NC(=O)Oc1ccccc1	-14.3%	-5.8%	i	-9.6%	nt	5.0	-13.1%	4.0%	7.0
CCCCCCNC(=O)Nc1ccccc1	5.3%	4.1%	i	-9.3%	nt	0.0	-4.4%	9.3%	7.0
CN(C)CCCNc1ncnc2c1cnn2-c1ccccc1	0.7%	0.2%	i	-5.5%	2.0%	3.0	nt	2.0%	6.0
NC(=O)c1cc2ccc(O)cc2oc1=Nc1ccccc1	-0.9%	-0.5%	i	5.3%	6.0%	8.0	-8.3%	11.5%	7.0
O=c1nccc(NCc2ccco2)[nH]1	1.9%	-8.0%	i	-9.7%	-10.7%	14.0	0.6%	10.5%	10.0
CCn1cc(Br)c(C(=O)N2CCN(c3ccccc3)CC2)n1	9.0%	-0.9%	i	1.2%	10.8%	0.0	5.4%	9.4%	4.0
O=C(Nc1cc(C(F)(F)F)ccc1F)C1CCC1	-5.4%	7.4%	i	-3.8%	0.7%	6.0	nt	7.5%	8.0
O=C(c1cc(Cl)ccc1Cl)N1CCOCC1	-13.0%	7.7%	i	-13.2%	4.6%	0.0	-4.0%	6.3%	0.0
Cn1c(-c2ccccc2)cnc1SCc1nc2ccccc2c(=O)[nH]1	1.0%	-9.3%	i	6.9%	6.9%	7.0	1.4%	-7.6%	10.0	Spn PMK inh pilot replicates=0.0;MK inhibit pilot replicates=0.0;Spn DPM-DC inh pilot screen %=0.0
O=C1CCCN1Cc1ncnn1-c1ccccc1	-17.1%	1.3%	i	-8.8%	3.6%	18.0	-2.1%	6.6%	16.0	Spn PMK inh pilot replicates=2.0;MK inhibit pilot replicates=7.0;Spn DPM-DC inh pilot screen %=1.0
Cc1cccn2c(=O)c3cc(C#N)c(=N)n(CCN4CCOCC4)c3nc12	2.3%	-5.4%	nt	5.0%	13.1%	0.0	3.3%	1.1%	11.0
CC1(C)CC(=O)C(C=NCC2CCNCC2)=C(O)C1	-15.0%	-9.9%	i	-7.3%	2.9%	9.0	23.2%	9.2%	8.0	Spn PMK inh pilot replicates=2.0;MK inhibit pilot replicates=0.0;Spn DPM-DC inh pilot screen %=0.0
Cc1csc2nc(CNS(=O)(=O)c3cccnc3)cn12	nt	nt	i	nt	-7.2%	7.0	1.9%	nt	5.0
O=C(NCCN1CCN(c2ccccc2)CC1)c1cccn2c(=O)c3ccccc3nc12	-4.3%	-2.9%	i	-5.0%	nt	1.0	9.6%	15.7%	12.0
COCCCn1c(SCC(=O)N2CCc3ccccc32)nnc1-c1ccoc1C	-6.1%	-1.7%	i	1.1%	7.8%	9.0	11.7%	8.3%	6.0	Spn PMK inh pilot replicates=0.5;MK inhibit pilot replicates=1.0;Spn DPM-DC inh pilot screen %=4.0
CCOC(=O)c1sc(NC(=O)c2cc(S(=O)(=O)N3CCOCC3)ccc2C)nc1C	6.5%	-1.6%	i	-11.2%	nt	0.0	-4.4%	6.2%	7.0
CCOc1ccc(C(CC(=O)O)NS(=O)(=O)c2ccc(C)cc2)cc1OC (configuration not stated)	2.3%	4.5%	i	-1.3%	4.5%	7.0	-1.1%	7.8%	0.0
CN1CCN(C(=O)C2CCC(CNS(=O)(=O)c3cccc4cccnc34)CC2)CC1 (configuration not stated)	1.2%	2.0%	i	-6.9%	1.4%	0.0	-15.9%	8.6%	9.0
C#CCNc1nc(C)nc2c1nnn2Cc1ccccc1F	0.5%	-4.2%	i	-6.1%	-0.1%	9.0	-9.2%	10.0%	0.0
COC(=O)c1sccc1NC(=O)C1C2C=CC(O2)C1C(=O)O (configuration not stated)	-10.6%	4.4%	i	-5.5%	-1.5%	11.0	-0.7%	5.4%	6.0
COc1ccc(OCC(O)Cn2c(=N)n(CCN3CCOCC3)c3ccccc32)cc1 (configuration not stated)	0.5%	-8.8%	i	-8.4%	6.2%	7.0	-8.1%	2.2%	8.0
O=C(CN1CCN(S(=O)(=O)c2ccc(Br)cc2)CC1)Nc1ccc2c(c1)OCCO2	-4.6%	-1.2%	i	-4.9%	-2.4%	0.0	-6.4%	3.4%	4.0
CC1(C)Cc2c(sc(/N=C/N3CCOCC3)c2C#N)C(C)(C)N1	9.8%	1.5%	i	2.8%	nt	0.0	-7.9%	5.8%	0.0
O=C(O)c1ccc(CS(=O)(=O)c2cccc(C(F)(F)F)c2)o1	0.8%	-9.3%	i	-5.6%	-7.9%	17.0	0.1%	12.3%	0.0
O=c1c2ccccc2nc2ccc(NCc3ccco3)nn12	-3.6%	16.0%	i	3.4%	12.1%	15.0	-9.2%	13.0%	0.0
Cc1ccc(-c2nnc(CSc3nnc(COc4ccccc4)n3-c3ccc(C)cc3)o2)cc1	19.9%	-7.9%	i	25.5%	-3.2%	0.0	8.4%	9.1%	10.0

Structural class, those above containing an aryl thioether with sulfur outside any ring
SMILES	HPDE-C7K KRASV12	Bfl-1 displacement	Spn DPM-DC inh	HPDE-C7 cytotoxicity	LYP inhibition	Spn PMK inh	HT1080 cytotoxicity	TNAP inhibition	MK inhibit	others
CCc1ccc(Nc2nc(N)nc(CSc3nnnn3-c3ccccc3)n2)cc1	1.3%	-1.0%	i	2.8%	-3.7%	4.0	-9.1%	-0.9%	6.0
Cn1c(-c2ccccc2)cnc1SCc1nc2ccccc2c(=O)[nH]1	1.0%	-9.3%	i	6.9%	6.9%	7.0	1.4%	-7.6%	10.0	Spn PMK inh pilot replicates=0.0;MK inhibit pilot replicates=0.0;Spn DPM-DC inh pilot screen %=0.0
COCCCn1c(SCC(=O)N2CCc3ccccc32)nnc1-c1ccoc1C	-6.1%	-1.7%	i	1.1%	7.8%	9.0	11.7%	8.3%	6.0	Spn PMK inh pilot replicates=0.5;MK inhibit pilot replicates=1.0;Spn DPM-DC inh pilot screen %=4.0
Cc1ccc(-c2nnc(CSc3nnc(COc4ccccc4)n3-c3ccc(C)cc3)o2)cc1	19.9%	-7.9%	i	25.5%	-3.2%	0.0	8.4%	9.1%	10.0
